AmpC no deterg – AmpC beta-lactamase inhibition without detergent | P00811 | AmpC nitrocefin hydrolysis, absorbance 480 nm, 0.0001% Triton | AID 485341 | Potency, µM (series often up to 57.1 µM), inactives show at the top dose activity change, negative = inhibition, most hits filed as inhibitors | actives 0.52% (n = 330,000);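 note: potency is the fitted concentration of half-maximal effect; plate controls were no compound for no effect and no enzyme for full effect; nearly all actives have a fitted effect of over 20% in size; some results filed as inactive show a strong effect at the top dose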
Target sequence (P00811 whole entry, looked up): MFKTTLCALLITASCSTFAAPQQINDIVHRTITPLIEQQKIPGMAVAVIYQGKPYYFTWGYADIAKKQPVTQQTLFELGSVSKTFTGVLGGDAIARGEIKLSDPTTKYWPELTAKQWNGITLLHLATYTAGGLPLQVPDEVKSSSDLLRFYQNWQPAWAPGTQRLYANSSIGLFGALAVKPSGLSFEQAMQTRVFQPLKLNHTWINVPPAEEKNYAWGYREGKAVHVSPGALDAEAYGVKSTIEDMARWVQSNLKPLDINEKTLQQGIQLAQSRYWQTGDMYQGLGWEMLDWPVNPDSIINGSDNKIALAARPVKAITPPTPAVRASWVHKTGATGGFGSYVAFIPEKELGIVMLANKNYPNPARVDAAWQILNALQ
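20 mM phosphate pH 7.0 + 0.01% (detergent screen) or 0.0001% Triton X-100; 5.3 nM AmpC reagent; cpd preinc 15 min RT; nitrocefin (800 uM stock) to start; A480 q20 s × 4 min; Activity was normalised to no-enzyme and no-compound control wells.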
HCMV inh – inhibitors of human cytomegalovirus. HFF cells, HCMV-luciferase reporter, 72 h; hits give low values. activity change, negative = inhibition, % at 57.5 µM. actives 4.5% (n = 410,000). AID 1259415; in the data active = activity change below about -60%; inconclusive = no clear call, values can overlap the other calls; inactive = above about -39%
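Steps: HFFs plated, 16 h 37C; compounds added; HCMV-luciferase added to MOI 1 PFU/cell; 72 h 37C; OneGlo reagent, 5 min room temperature; luminescence read, normalized to controls.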
Tb PYK inh – T. brucei pyruvate kinase inhibition. Potency, µM (series often up to 76.8 µM), for inactives: at the top dose activity, negative = inhibition, usual class: inhibitors. actives 0.12% (n = 410,000). TbPYK enzyme, Kinase-Glo Plus ATP luminescence, 45 min; note: potency is the fitted concentration of half-maximal effect; nearly all actives have a fitted effect of over 50% in size
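Activity of T. brucei pyruvate kinase was followed by Kinase-Glo Plus luminescence after the enzyme reacted 45 min at room temperature with 130 uM ADP (final) and substrate. Test compounds were added before ADP at multiple concentrations.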
Sm TGR block – blocks Schistosoma mansoni thioredoxin glutathione reductase; purified TGR, DTNB reduction, TNB absorbance 405 nm; Potency, µM (series often up to 114 µM), for inactives: at the highest dose activity change, negative = inhibition, hits mostly inhibitors; actives 3% (n = 360,000); AID 485364; note: potency is the fitted concentration of half-maximal effect; nearly all actives have a fitted effect of over 60% in size
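First, TGR (20 nM dispensed) and NADPH were mixed with compound. Second, a 15 min room-temperature incubation followed. Third, further NADPH and then DTNB were added to start the reaction. Finally, TNB absorbance was monitored kinetically.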
AmpC detergent – blocks E. coli AmpC beta-lactamase in detergent assay. AmpC hydrolysis of nitrocefin, absorbance 480 nm, 0.01% Triton. P00811. Potency, µM (titrated, usually from 114 µM), for inactives: at the top dose activity change, negative = inhibition, actives largely listed as inhibitors. actives 0.041% (n = 370,000);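 note: potency is the fitted concentration of half-maximal effect; 0% = no-compound wells and -100% = no-enzyme wells; nearly all actives have a fitted effect of over 25% in size; some results filed as inactive show a strong effect at the top dose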
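20 mM phosphate pH 7.0 + 0.01% (detergent screen) or 0.0001% Triton X-100; 5.3 nM AmpC reagent; cpd preinc 15 min RT; nitrocefin (800 uM stock) to start; A480 q20 s × 4 min; Activity was normalised to no-enzyme and no-compound control wells.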
LmPK inh – inhibitors of Leishmania mexicana pyruvate kinase; Q27686; actives 0.37% (n = 290,000); Potency, µM (titrated, usually from 57.5 µM), for inactives: top-dose activity change, negative = inhibition, most hits filed as inhibitors; purified LmPK, Kinase-Glo ATP luminescence, 1 h; AID 1721; note: potency is the fitted concentration of half-maximal effect
Target sequence (Q27686 whole entry, looked up): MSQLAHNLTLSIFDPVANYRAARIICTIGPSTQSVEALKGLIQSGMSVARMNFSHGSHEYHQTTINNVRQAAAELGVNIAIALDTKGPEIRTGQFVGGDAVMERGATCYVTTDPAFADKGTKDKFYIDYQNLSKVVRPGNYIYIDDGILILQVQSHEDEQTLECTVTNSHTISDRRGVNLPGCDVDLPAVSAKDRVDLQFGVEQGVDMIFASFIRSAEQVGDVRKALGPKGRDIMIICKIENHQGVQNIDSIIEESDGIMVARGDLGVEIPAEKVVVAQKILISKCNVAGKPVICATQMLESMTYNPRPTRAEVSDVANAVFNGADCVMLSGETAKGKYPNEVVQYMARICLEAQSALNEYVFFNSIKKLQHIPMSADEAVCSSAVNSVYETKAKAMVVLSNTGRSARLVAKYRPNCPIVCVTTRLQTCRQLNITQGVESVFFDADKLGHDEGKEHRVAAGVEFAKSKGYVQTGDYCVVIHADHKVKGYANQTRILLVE
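Kinase-Glo luminescence read after 1 h RT reaction of 0.1 nM LmPK with 0.5 mM PEP and 0.1 mM ADP. Activity scaled between uninhibited and enzyme-free controls.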
AMA1-RON2 inh – disrupts binding of P. falciparum AMA1 to RON2. Potency, µM (doses to about 58.2 µM), for the others: at the highest dose activity change, negative = inhibition, usual class: inhibitors. actives 0.2% (n = 360,000). AID 720542. AlphaScreen AMA1-biotinylated RON2 peptide binding;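 note: potency is the fitted concentration of half-maximal effect; 0% = vehicle wells and -100% = peptide control; nearly all actives have a fitted effect of over 45% in size; some results filed as inactive show a strong effect at the top dose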
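AMA1 (3D7) with his tag at 25 nM final met compounds first, then biotinylated RON2 peptide at 25 nM; detection used donor plus acceptor beads, 10 µg/mL apiece, read by AlphaScreen after 30 min at room temperature.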
Numbers without * were called inactive; ? = inconclusive; · = no result given; [ ] = dose if it differs, or a comment. Unless noted, calls come from the whole dose curve; as a rule, active = well fitted curve in the direction sought with a large enough effect; inconclusive = small, poorly fitted or top-dose-only effect, or another doubt; inactive = no such curve, though single readings can be large; an effect the other way counts as inactive or inconclusive. Unless noted, % is set by controls: 0 for no effect and ±100 for the full control effect.

Order of results – AmpC no deterg | HCMV inh | Tb PYK inh | Sm TGR block | AmpC detergent | LmPK inh | AMA1-RON2 inh
Cc1cc(C)c(NC(=O)C2c3ccccc3Oc3ccccc32)c(C)c1
 : -9% | -21 | -4% | -1% | -11% | 6% | 9%
Cc1ccc2[nH]cc(C(=O)CN3CCN(c4ccccc4F)CC3)c2c1
 : -2% | 9 | -6% | -28% | -11% | 0% | -1%
c1ccc2sc(Sc3ncnc4sccc34)nc2c1
 : -15% | 155 | 0% | -7% | -8% | -28% | 5%
COc1ccc(CCNC(=O)c2cc(CC(C)C)on2)cc1OC
 : 38% | -5 | 10% | 4% | 13% | 3% | -2%
COc1ccc(N(CC(=O)Nc2cc(C)ccc2C)S(=O)(=O)c2ccccc2[N+](=O)[O-])c(OC)c1
 : -13% | 4 | -4% | · | -7% | 2% | 6%
O=C(CSc1nc2[nH]c(=O)cc(O)c2s1)Nc1ccc(Br)cc1
 : -24% | 27 | -5% | -6% | 3% | · | 17%
O=C(NCCc1ccccc1F)C1CCC(=O)N(Cc2ccccc2F)C1 (centres undefined)
 : 28% | 0 | -16% | ? | -8% | -8% | -1%
COc1ccccc1N=c1scc(-c2ccc3c(c2)NC(=O)CO3)n1CC1CCCO1 (centres undefined)
 : 74%[activator] | ? | -17% | 1% | 3% | 6% | -3%
CSc1nnc(-c2ccc([N+](=O)[O-])cc2)o1
 : -6% | -17 | 3% | 0% | 4% | 3% | 29%
COc1cc(OC)cc(C(=O)NC(c2ccccc2)c2ccccc2)c1
 : 30% | -25 | 1% | 1% | ? | 1% | 15%
CCOc1ccc(-c2nnc(SCC(=O)NCCc3ccccc3)nc2-c2ccc(OCC)c(OC)c2)cc1OC
 : · | 36 | 10% | -2% | 11% | · | ·
Cc1ccc(S(=O)(=O)NCC(=O)N(CC(=O)NCC2CCCO2)Cc2ccco2)cc1 (centres undefined)
 : -40% | -7 | 5% | 6% | -1% | 3% | -2%
O=C(CN1CCCc2ccccc21)NCCc1ccc(F)cc1
 : 76%[activator] | 55 | 7% | ? | -5% | 0% | -26%
Cc1ccc(N(C(=O)CNC(=O)c2ccco2)C(C(=O)NC2CCCCC2)c2ccncc2)cc1F (centres undefined)
 : -7% | -22 | 1% | 5% | 4% | 5% | -2%
COc1ccc(S(=O)(=O)N2CCCCCC2)cc1C(=O)N(CC(C)C)C1CCS(=O)(=O)C1 (centres undefined)
 : 107%[activator] | 48 | -13% | -1% | -13% | · | 27%
Cc1ccccc1C(=O)Nc1cc(C(F)(F)F)ccc1-n1cncn1
 : 0% | -16 | 2% | -11% | 1% | · | -2%
O=C(COc1c(F)c(F)cc(F)c1F)NC(=O)NC1CCCC1
 : -9% | 5 | -2% | -1% | -13% | 3% | 0%
COCCCNC(=S)Nc1c(C)cc(C)cc1C
 : -6% | -15 | -5% | -10% | 0% | -3% | 12%
CC(Sc1cnc2ccccc2n1)C(=O)O (centres undefined)
 : -15% | 76 | 0% | -11% | -2% | -5% | 18%
O=C(N/N=C/c1ccc(Sc2ccccn2)o1)c1cc2ccccc2cc1O
 : 18µM* | 87 | -6% | -1% | 1% | -10% | 55%[activator]
CCOC(=O)c1c(NC(=O)c2cc(=O)c3c(C)cc(C)cc3o2)sc(C(C)=O)c1C
 : · | 9 | 6% | -2% | 8% | · | ·
COc1ccc(CCNC(=O)COC(=O)c2ccco2)cc1OC
 : -12% | 3 | ? | -1% | ? | 6% | -7%
CCOC(=O)C(=O)N(C)c1c(CC)nc2c(OCc3ccc(OC(F)F)cc3)cccn12
 : · | 16 | -9% | · | · | · | 19%
COCC(C)n1c(SCC(=O)Nc2sccc2C(N)=O)nc2ccccc2c1=O (centres undefined)
 : -20% | 19 | -3% | -5% | -5% | · | -12%
NC(=O)C1=C[C@H](c2coc3ccccc3c2=O)C[C@H](OCCCCO)O1
 : -5% | 7 | 1% | 11% | 5% | -2% | 7%
COc1ccccc1N1CCN(C(=O)c2cnn(-c3ccc(F)cc3F)c2C2CCNCC2)CC1
 : · | -8 | 5% | 6% | -9% | · | ·
COC(=O)C1CCN(C(=O)CSc2ccccc2)CC1
 : -22% | 13 | 1% | 0% | -2% | 4% | 10%[11.6 µM]
O=C1c2ccccc2C(=O)N1Nc1ccccc1
 : -13% | 4 | -9% | -1% | -9% | -4% | -10%
Cc1cccc(NC(=O)C(=O)N/N=C/c2ccncc2)c1
 : -11% | -20 | -2% | -4% | -12% | -3% | 16%
COc1ccc(NC(=O)Nc2cc(C(=O)O)ccc2N2CC3CC(C2)c2cccc(=O)n2C3)c(OC)c1 (centres undefined)
 : -13% | ? | -1% | 5% | 10% | 2% | 5%
Cc1cc(C(=O)N/N=C2\CC(=O)c3ccccc32)c(C)n1-c1ccccc1
 : -44% | 60 | -7% | -13% | -1% | -17% | 17%
Cc1nn(C)c(C)c1CN(C)S(=O)(=O)c1ccc2ccccc2c1
 : 160%[activator] | -82* | -2% | 0% | -7% | -2% | 0%
CCOc1nc(Nc2ccc([N+](=O)[O-])cc2)nc(NC(C)(C)C)n1
 : -18% | 50 | 9% | -2% | -9% | -4% | 0%
COc1ccc(NC(=O)CCc2ccccc2)cc1NC(=O)c1ccco1
 : -48% | 63 | -44% | -23% | -11% | -9% | -2%
CNS(=O)(=O)c1cccc(C(=O)OCC(=O)NC(C)CCc2ccccc2)c1 (centres undefined)
 : 1% | -2 | 0% | 0% | -5% | 0% | -2%
NC(=O)c1cc(S(=O)(=O)NCCc2ccccc2)cs1
 : -7% | -37 | 4% | -31% | -7% | 0% | -4%
CCc1ccc(NC(=O)N(Cc2ccco2)C(C)c2cccs2)cc1 (centres undefined)
 : -23% | 14 | 0% | 21% | -9% | 3% | 8%
Fc1cccc(NCc2cccn2-c2nnc(N3CCOCC3)s2)c1
 : · | 21 | 0% | -2% | 3% | · | ·
COc1cc(/C=N/NC(N)=O)ccc1OC(=O)c1cccs1
 : -4% | -28 | -3% | -1% | -1% | 0% | -6%
COc1cccc(N/C=C/C(=O)c2ccc(OC)c(OC)c2)c1
 : 64%[activator] | 28 | 0% | -9% | -1% | -2% | -6%
CCCCCOc1ccc(C(=O)CCC(=O)Nc2ccc(NC(C)=O)cc2)cc1
 : -28% | 64 | 0% | -7% | -8% | 3% | -2%
COc1ccc(C(=O)c2cn(CC(=O)Nc3ccc4c(c3)OCCO4)c3ccc(OC)cc3c2=O)cc1
 : · | -13 | -5% | 5% | -11% | · | ·
COc1ccc(CNc2nc(-c3ccc(OC)cc3)cc(C(F)(F)F)n2)cc1
 : · | -18 | 4% | 1% | 13% | · | ·
Cc1c(/C=N\NC(=O)C2(C)CC2(Cl)Cl)cnn1C (centres undefined)
 : 5% | -20 | -5% | 0% | -2% | -7% | 6%
O=C(CN1CCN(c2ccc(O)cc2)CC1)Nc1cc(S(=O)(=O)N2CCOCC2)ccc1Cl
 : 26% | -34 | ? | -23% | ? | -6% | 0%
Cc1cccc(-c2n[nH]c(=S)n2-c2ccccc2)c1[N+](=O)[O-]
 : -20% | -18 | 7.1µM* | 0% | -11% | ? | 32%[activator]
CCCC(=O)N1CCC1(C)C(=O)NS(=O)(=O)c1ccc(F)cc1F (centres undefined)
 : · | 1 | 4% | · | · | · | 1%
Cc1ccc(-c2nc(C#N)c(NCc3ccco3)o2)cc1
 : -30% | 78 | -6% | -2% | 1% | 3% | -7%
CN(C)CCCNc1oc(-c2ccc(Cl)cc2)nc1S(=O)(=O)c1ccccc1
 : 95%[activator] | -37 | -3% | · | · | · | 6%
O=C(Nc1ccc(Cl)cc1)Nc1nc(-c2ccccc2O)cs1
 : -52% | -66* | 12% | 17% | 6% | 3% | 43%[activator]
COc1ccc(-c2nc(Cn3c(SCc4cccc(F)c4)nc4ccncc43)c(C)o2)cc1OC
 : 140%[activator] | 28 | -6% | ? | -8% | 8% | ?
CC(C)CCN1CCC(CN2C(=S)NC[C@@H]2Cc2ccccc2)CC1
 : · | 10 | -27% | · | · | · | 0%
CCN1CCN(S(=O)(=O)c2ccc(Cl)c(C(=O)NC3CCCCC3)c2)CC1
 : -17% | -13 | 6% | 1% | 0% | · | -1%
O=C1c2ccccc2NC(c2cccc(O)c2)N1O (centres undefined)
 : 5% | 123 | -9% | -14% | -10% | 7% | 17%
COc1cc(OC)cc(-c2c(C#Cc3ccsc3)c3cc(-c4ccc(OC)nc4)ccc3n2C)c1
 : -11% | 18 | 0% | 28µM* | -7% | · | 11%
O=C(Nc1ccccc1C(F)(F)F)c1cc(-c2ccco2)on1
 : -24% | -30 | 0% | -10% | -14% | -13% | 21%
CCN1C(=O)c2ccccc2Sc2ccc(NC(C)=O)cc21
 : · | -1 | -25% | -2% | 2% | · | ·
CCCCN=C1NN=C(c2cc3ccccc3o2)CS1
 : 14µM* | -35 | -10% | -3% | -8% | -3% | 88%[activator]
Cc1nc2ccccc2c(=O)n1-c1ccc(Cl)cc1Cl
 : 7% | -16 | 1% | -35% | 3% | 1% | -6%
CC(OC(=O)CNC(=O)c1ccc(Br)cc1)C(=O)NC1CCCCC1C (centres undefined)
 : 65%[activator] | 21 | 4% | -16% | -6% | · | -5%

Profiles, looked up by structure. Order of values: AmpC no deterg, HCMV inh, Tb PYK inh, Sm TGR block, AmpC detergent, LmPK inh, AMA1-RON2 inh
Record of CCOc1nc(Nc2ccc([N+](=O)[O-])cc2)nc(NC(C)(C)C)n1 : -18%, 50, 9%, -2%, -9%, -4%, 0%
Record of Cc1cccc(-c2n[nH]c(=S)n2-c2ccccc2)c1[N+](=O)[O-] : -20%, -18, 7.1µM*, 0%, -11%, ?, 32%[activator]

(further entries)
Order of results – AmpC no deterg | HCMV inh | Tb PYK inh | Sm TGR block | AmpC detergent | LmPK inh | AMA1-RON2 inh
CCOc1ccc(NS(=O)(=O)c2ccc(Cl)c(N=Nc3c(O)[nH]c(=S)[nH]c3=O)c2)cc1Br
 : · | 35 | -19% | · | · | · | 20%
CCc1ccc(-n2c(=O)c3c4c(sc3n(CC(=O)N3CCCCC3CC)c2=O)CCC4)cc1 (centres undefined)
 : · | -31 | 0% | -1% | 9% | · | ·
Cc1n[nH]c(=S)n1Cc1ccccc1
 : -18% | -82* | -5% | 2% | 1% | -13% | -6%
Cc1ccc([N+](=O)[O-])cc1S(=O)(=O)N1CCCN(C)CC1
 : -6% | -1 | 0% | ? | -1% | -1% | 16%
O=C1c2cnc3nc(SCc4cccc(Cl)c4)nn3c2CC2c3ccccc3CCN12 (centres undefined)
 : -19% | -25 | -7% | -2% | -18% | 2% | -6%
S=C1NC[C@H](Cc2ccccc2)N1CCc1cccc2ccccc12
 : -36% | 22 | 2% | 9% | 3% | 10% | -2%
CCc1ccc(NC(=O)CSC2=Nc3ccccc3C3=NC(CCC(=O)NCc4ccccc4OC)C(=O)N23)cc1 (centres undefined)
 : · | 13 | 2% | -9% | 4% | · | ·

High-throughput results from PubChem.
